Assay outcomes: PubChem BioAssay, several laboratories
AGP1-GFP MLPCN – modulators of AGP1-GFP expression in yeast TOR pathway, primary screen, cell-based, multiplex flow cytometry, S. cerevisiae, MLPCN library; hit rate 0.02% among 320,000; 3 h; GFP as percent of DMSO wells; GFP response vs DMSO, % at 10 µM; AID 2066, 2009;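 active = GFP response relative to DMSO above a set limit, near screen average plus 3 SD, cut at about 150% in these data; inconclusive = fewer than 70 cells counted for the yeast strain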;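 note: median GFP channel fluorescence of the gated AGP1 strain per well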
MCL1-BIM inh – inhibitors of MCL1 binding to BIM-BH3, primary screen, biochemical, fluorescence polarization | Induced myeloid leukemia cell differentiation protein Mcl-1 (Homo sapiens), Q07820 | GST-MCL1 / FITC-Bim-BH3 fluorescence polarization | inhibition, % at 10.9 µM | hit rate 0.68% among 320,000 | AID 2057, 2009;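 active = inhibition above the mean inhibition of all tested compounds plus 3 SD, set per campaign, cut at about 40% in these data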;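 note: 0% = DMSO wells and 100% = unlabeled Bim-BH3 peptide control; higher means more loss of mP so more displacement of Bim peptide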
Target sequence (Q07820 whole entry, looked up): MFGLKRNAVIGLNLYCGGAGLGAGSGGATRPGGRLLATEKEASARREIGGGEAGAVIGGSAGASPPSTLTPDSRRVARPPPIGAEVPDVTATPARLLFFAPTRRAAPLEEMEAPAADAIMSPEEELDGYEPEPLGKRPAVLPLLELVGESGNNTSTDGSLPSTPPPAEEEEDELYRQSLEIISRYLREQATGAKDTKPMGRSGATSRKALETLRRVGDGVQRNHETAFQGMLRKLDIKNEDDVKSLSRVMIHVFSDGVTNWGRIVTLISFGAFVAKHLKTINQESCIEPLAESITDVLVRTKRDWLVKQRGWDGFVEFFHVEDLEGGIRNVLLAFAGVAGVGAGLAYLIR
Yeast superoxide – reduction of superoxide in aged yeast, primary screen, HTS; S. cerevisiae aged cells, superoxide DHE fluorescence; stronger effect = lower value; superoxide response (% of plate mean), % at 10 µM; hit rate 0.18% among 330,000;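 active = superoxide response under a set limit, about three screen SD below normal, cut at about 65% in these data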;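 note: yeast aged for seven days with compound at 30 °C before DHE staining; 100% = average MFI of all compound-treated wells on the plate with controls excluded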
GRK2 inh – compounds blocking aptamer binding on GRK2 – biochemical, human GRK2, bead flow cytometry, HTS, primary screen. FAM-aptamer displacement from GRK2. Beta-adrenergic receptor kinase 1 (Homo sapiens), P25098. hit rate 0.59% among 330,000. inhibition of aptamer binding, % at 10 µM;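 active = inhibition of aptamer binding above 40%, roughly 3 SD of noise, on plates passing a quality check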;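 note: median bead fluorescence of bound FAM aptamer so fluorescent compounds give negative values; no value below 0 was filed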
Target sequence (P25098 whole entry, looked up): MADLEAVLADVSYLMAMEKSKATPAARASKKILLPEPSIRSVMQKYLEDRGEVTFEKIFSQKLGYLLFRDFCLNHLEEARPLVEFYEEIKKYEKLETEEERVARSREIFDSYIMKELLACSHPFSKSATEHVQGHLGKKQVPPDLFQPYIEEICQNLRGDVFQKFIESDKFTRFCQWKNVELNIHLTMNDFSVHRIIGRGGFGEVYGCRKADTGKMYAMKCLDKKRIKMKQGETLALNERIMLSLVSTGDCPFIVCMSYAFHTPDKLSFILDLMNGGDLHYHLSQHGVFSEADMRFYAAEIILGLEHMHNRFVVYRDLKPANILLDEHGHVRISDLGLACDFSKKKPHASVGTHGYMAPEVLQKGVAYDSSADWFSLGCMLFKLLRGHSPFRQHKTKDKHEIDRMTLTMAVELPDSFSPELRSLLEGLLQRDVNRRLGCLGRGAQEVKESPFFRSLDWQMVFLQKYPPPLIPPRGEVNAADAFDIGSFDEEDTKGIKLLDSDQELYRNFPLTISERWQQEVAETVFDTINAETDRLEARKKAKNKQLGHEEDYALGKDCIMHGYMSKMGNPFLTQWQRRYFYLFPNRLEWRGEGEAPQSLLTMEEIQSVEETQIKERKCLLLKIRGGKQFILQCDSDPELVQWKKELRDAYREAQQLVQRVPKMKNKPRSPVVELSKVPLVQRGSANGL
BCLXL inh – inhibitors of human Bcl-xL, primary screen, biochemical, fluorescence polarization, HTS; Bcl-2-like protein 1 (Homo sapiens), Q07817; GST-Bcl-xL / FITC-Bim BH3 peptide fluorescence polarization; inhibition, % at 10.9 µM; hit rate 0.7% among 320,000; AID 2129, 2009;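 active = inhibition above the mean of all tested compounds plus 3 SD, cutoff set per campaign, cut at about 30% in these data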;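 note: 0% = DMSO wells and 100% = unlabeled Bim-BH3 peptide competitor; inhibitors lower millipolarization by displacing the labeled peptide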
VLA-4 inh – inhibition in human VLA-4 binding assay, primary screen, VLA-4 allosteric modulator project, MLPCN library, flow cytometry, VLA-4 expressing cells. inhibition, % (about 7 µM as worked out from the volumes in the protocol). hit rate 0.2% among 330,000. ligand binding flow cytometry. Integrin alpha-4 (Homo sapiens), P13612; in the data active = inhibition above about 50%
MEX-5 binding – MEX-5 zinc finger RNA-binding disruptors – biochemical, C. elegans, fluorescence polarization, MLPCN library, primary screen | hit rate 0.38% among 300,000 | AID 1832, 2009 | MEX-5/FITC-TCR2 RNA binding; stronger effect = lower value | activity score (negative = inhibition of binding), % at 10 µM;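 active = inhibition past about -25% in most replicates, and total fluorescence under double the plate's negative control median, limit read from the data; inconclusive = replicates evenly split on the limit, or fluorescence at least double controls; inactive = too little inhibition in most replicates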;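 note: 0% = DMSO and -100% = 5 µM competing unlabeled TCR2 RNA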
GLD-1 TGE inh – GLD-1/TGE RNA complex disruptors, primary screen, biochemical, fluorescence polarization | purified GLD-1 + fluorescein TGE RNA | inhibition, % at 5.96 µM | hit rate 0.44% among 320,000 | Female germline-specific tumor suppressor gld-1 (Caenorhabditis elegans), Q17339 | AID 2280, 2010;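 active = percent inhibition above a per-plate cutoff, the plate mean of test compounds plus 3 SD, cut at about 30% in these data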;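 note: 0% = DMSO wells with GLD-1 and probe and 100% = wells lacking GLD-1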
CIT2-GFP yeast – modulators of CIT2-GFP expression in yeast, primary screen, S. cerevisiae, GFP fusion, multiplex flow cytometry, MLPCN library; GFP response vs DMSO, % at 10 µM; AID 2029, 2009; hit rate 0.065% among 320,000; S. cerevisiae CIT2-GFP strain, 3 h; 100 means same as DMSO wells;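 active = GFP response relative to DMSO above a set limit, near the screen mean plus 3 SD, cut at about 150% in these data; inconclusive = Fewer than 70 cells measured for a yeast strain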;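 note: ratio of well median GFP fluorescence to mean of DMSO wells on the plate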
An asterisk follows results filed as active; u = inconclusive; x = not tested or not shown.

SMILES	AGP1-GFP MLPCN	MCL1-BIM inh	Yeast superoxide	GRK2 inh	BCLXL inh	VLA-4 inh	MEX-5 binding	GLD-1 TGE inh	CIT2-GFP yeast
CCOc1ccc(-c2c(C)n([O-])c3c([n+]2=O)CCCCC3)cc1	102	-6	111	0	-1	-5	0.7	3	101
C=CCn1c(C)cc(C(=O)Cn2ncc(Cl)c(Cl)c2=O)c1C	100	26	114	4	2	18	-1.3	1	92
COC(=O)c1ccccc1S(=O)(=O)N1CCC(C(=O)NC2CCCCC2C)CC1 (centres undefined)	108	-4	97	0	-2	-4	x	4	95
COc1ccc(S(=O)(=O)N2CCCCC2C)cc1 (centres undefined)	109	-1	103	0	0	-2	0.1	3	102
CCOc1ccccc1N(C(=O)Nc1ccc(Cl)cc1)C1=NC(C)CS1 (centres undefined)	102	0	92	2	-1	5	0.6	-2	101
CCN(CC)S(=O)(=O)c1ccc(NC(=O)C(C)N(c2ccccc2)S(C)(=O)=O)cc1 (centres undefined)	115	1	100	4	5	7	-1.3	4	110
Cc1nnc(NC(=O)CSC2CCCCC2)s1	95	-5	125	2	0	9	-2.8	0	95
COc1ccccc1OCCCCOc1ccccc1F	97	1	93	0	5	-8	3.2	5	90
Cc1ccc(NC(=O)CCN2C(=O)c3ccccc3C2=O)cc1	104	2	97	0	6	8	-0.5	3	112
Cc1c(-c2ccccc2)nc2ccccc2c1C(=O)OCC(=O)Nc1ncc(C(F)(F)F)cc1Cl	97	12	94	0	5	-2	3.3	0	99
COc1ccc(/C=C2\OC(=S)N(C)C2=O)cc1	93	5	91	0	4	10	0.8	1	88
COC(=O)C(C)n1cnc2c(nnn2-c2ccc(OC)cc2)c1=O (centres undefined)	100	3	121	0	3	2	-1.9	-4	95
COc1ccc(NC(=O)CN(C)C(=O)CSc2ccc(Br)cc2)cc1	85	-1	85	0	0	-1	x	2	79
CC(C)Cn1c(-c2csc(C(C)C)c2)n[nH]c1=S	104	-23	82	0	-19	3	0.0	1	103
CC(=O)c1c(N2CCOCC2)nc2ccc(Br)cc2c1-c1ccccc1	98	2	119	0	5	14	-1.2	-1	100

Two entries from above in another layout.
Second line of a record: AGP1-GFP MLPCN	MCL1-BIM inh	Yeast superoxide	GRK2 inh	BCLXL inh	VLA-4 inh	MEX-5 binding	GLD-1 TGE inh	CIT2-GFP yeast
> CCN(CC)S(=O)(=O)c1ccc(NC(=O)C(C)N(c2ccccc2)S(C)(=O)=O)cc1 (centres undefined)
→ 115	1	100	4	5	7	-1.3	4	110
> Cc1nnc(NC(=O)CSC2CCCCC2)s1
→ 95	-5	125	2	0	9	-2.8	0	95

More records follow:
SMILES	AGP1-GFP MLPCN	MCL1-BIM inh	Yeast superoxide	GRK2 inh	BCLXL inh	VLA-4 inh	MEX-5 binding	GLD-1 TGE inh	CIT2-GFP yeast
CN(C)C(=S)Oc1ccccc1-c1ccccc1OC(=S)N(C)C	79	-3	124	5	-4	-1	2.2	14	78
CN(C)c1nc(Cl)cc(N2CCOCC2)n1	106	9	93	0	10	1	-0.8	2	x
CC(=O)Oc1ccc(/C=C/c2nc3ccccc3c(=O)o2)cc1	78	-1	104	3	2	1	-1.7	-7	84
S=C(Nc1cccnc1)NC1CCCC1	99	17	100	1	16	12	2.8	7	101
Cc1cccc(C(=O)NNC(=O)c2n[nH]c(=O)c3ccccc23)c1C	105	-1	110	0	2	15	x	2	100
COc1ccc(NC(=O)CSc2nc(C)cc(C)n2)c([N+](=O)[O-])c1	92	-2	103	0	0	13	-3.2	-2	93
COc1cccc2sc3cc(NCc4ccc(C)o4)ccc3c(=O)c12	91	x	92	5	x	16	x	2	71
COc1ccc(-c2nc(CSCC(=O)NC3CCCC3)c(C)o2)cc1OC	89	1	91	4	-3	2	-0.3	-9	99
O=C1C2C3C=CC(CC3)C2C(=O)N1/N=C/c1ccccc1O (centres undefined)	104	4	97	3	1	-1	1.2	1	99
COC(=O)C1=C(C)N(CCc2ccccc2)C(=O)C1(NS(=O)(=O)c1ccc(NC(C)=O)cc1)C(F)(F)F (centres undefined)	100	2	116	4	0	1	0.6	3	93
O=C1CSc2ccc(C(=O)Nc3cccc(S(=O)(=O)Nc4ccc(Br)cc4)c3)cc2N1	108	8	97	0	9	3	-3.4	12	107
COc1ccccc1CNC(=O)c1ccncc1	98	-3	97	0	2	4	0.6	-7	107
C=CCCCOc1ccc(C(=O)O)cc1	100	4	128	0	0	-3	x	-6	97
Cc1cccc(-c2noc(C3CCCCC3)n2)c1	96	5	110	0	-1	-11	1.1	-1	92
O=C(O)CC/C(=C\c1ccccc1[N+](=O)[O-])c1nc2ccccc2s1	93	-1	94	1	3	-11	-0.4	-3	91
COc1ccc(COC(=O)C2CC(=O)N(Cc3ccccc3)C2)cc1 (centres undefined)	u	7	101	1	7	37	x	2	u
Cc1cccc(C)c1NC(=O)Cn1nnc(-c2ccc(CN3CCC(C)CC3)cc2)n1	94	1	99	0	2	-3	1.0	1	82
CC(C)CN(C(=O)CN1CCN(c2ccc([N+](=O)[O-])cc2)CC1)c1c(N)n(CC(C)C)c(=O)[nH]c1=O	93	-4	77	0	-5	4	0.6	0	100
CC1CCCC(NC(=O)CSc2cccc[n+]2[O-])C1C (centres undefined)	98	x	102	0	x	-7	x	1	102
COc1ccccc1NC(=O)CSc1nc2ccccc2c(=O)n1C	110	4	87	2	-3	-2	0.9	-4	65
O=C(c1cnc2ccc3ccccc3c2c1)c1cc(F)ccc1O	98	-2	100	2	2	-7	-1.8	-5	102
Cn1nccc1C(=O)Nc1cccc(S(=O)(=O)N2CCOCC2)c1	99	8	125	5	3	3	0.0	4	87
CNc1nc(-c2ccccn2)nnc1-c1ccccc1	102	8	91	3	-4	7	1.0	-3	x
O=[N+]([O-])c1cccnc1-n1cnc2ccccc21	97	5	146	7	3	6	-0.8	6	102
CCOc1ccc2nc(N3CCCC(C(=O)NCC4CCCO4)C3)sc2c1 (centres undefined)	106	4	114	1	3	-1	-0.2	4	103
O=C1CCCC2=C1C1(CCCCC1)N=C(Nc1nc3ccccc3o1)N2	111	4	81	7	5	-1	3.0	5	97
C/C(=N\O)c1cc(Cl)ccc1O	89	5	98	0	3	5	4.3	3	76
Fc1ccccc1CNc1ccc(Cl)cc1	101	-3	114	0	0	4	-2.3	1	95
Cc1cc(C)n2nc(C(=O)OC(C)C(=O)c3cc(C)c(C)cc3C)nc2n1 (centres undefined)	104	-8	109	1	1	0	-2.3	0	91
CCOC(=O)c1[nH]c(C)c(C(=O)OCc2c(C)noc2C)c1C	100	-3	87	0	0	-1	-2.1	3	97
O=C(CCc1nc2ccccc2c(=O)[nH]1)Nc1ccc(F)c([N+](=O)[O-])c1	93	22	103	46*	30*	-10	-5.5	6	94
Cc1ccc(NC(=O)CCNS(=O)(=O)c2ccc3[nH]c(=O)oc3c2)c(Cl)c1	99	4	120	3	6	28	0.7	0	98
Cc1cc(C)c2c(c1)/C(=C/C(=O)c1ccc(Br)s1)C(=O)N2	113	-5	106	3	0	40	0.0	1	110
COc1cc(S(=O)(=O)N(Cc2ccccn2)Cc2ccco2)ccc1-n1cnnn1	108	1	97	1	4	6	0.1	-1	100
O=C(Cn1cc(C(F)(F)F)ccc1=O)N/N=C/c1ccc(Cl)cc1	97	-4	89	3	-2	2	-1.7	-6	92
COc1ccccc1N1CCN(C(=O)C(Cc2ccccc2)NC(=O)C2CCCCC2)CC1 (centres undefined)	99	6	98	0	5	-1	2.1	-1	x
CC(C)CC(c1nnnn1Cc1ccco1)N1CCN(c2cccc(Cl)c2)CC1 (centres undefined)	x	7	97	1	7	5	-1.1	6	99
CCN(C(=O)COC(=O)CCC(=O)c1ccccc1)c1c(N)n(Cc2ccccc2)c(=O)[nH]c1=O	110	-5	93	0	0	0	x	-3	99
Cc1cc(NC(=O)c2ccc(N(C)S(=O)(=O)c3ccccc3)cc2)no1	96	6	84	0	2	4	1.1	2	96
COc1ccc(OCCn2cc(/C=N/NC(=O)c3ccncc3)c3ccccc32)cc1	90	7	100	2	5	-9	-3.3	-2	96
COc1cccc(Sc2ccccc2CN(C)C)c1	100	5	106	0	-1	-1	-1.1	-1	93
O=C1c2ccccc2NC(c2ccccn2)N1NS(=O)(=O)c1ccccc1 (centres undefined)	96	9	108	0	10	-4	2.3	6	99
CC(C)=C1C2C=CC1C(C(=O)Nc1cc(C)ccc1C)C2C(=O)O (centres undefined)	98	2	99	0	3	3	-0.1	2	98
COc1ccccc1CC(=O)NCc1csc(-c2cccs2)n1	x	4	101	2	8	-1	1.6	4	x
C=CC[C@H](CC(=O)NCCO)C(=O)N[C@@H](C)COC(=O)[C@H](CC=C)CC(=O)OC(C)(C)C	93	x	88	0	x	30	x	0	93

Ordered by heavy-atom count (ascending): part of the list above.
SMILES	AGP1-GFP MLPCN	MCL1-BIM inh	Yeast superoxide	GRK2 inh	BCLXL inh	VLA-4 inh	MEX-5 binding	GLD-1 TGE inh	CIT2-GFP yeast
COc1cccc(Sc2ccccc2CN(C)C)c1	100	5	106	0	-1	-1	-1.1	-1	93
Cc1cc(C)c2c(c1)/C(=C/C(=O)c1ccc(Br)s1)C(=O)N2	113	-5	106	3	0	40	0.0	1	110
CCOC(=O)c1[nH]c(C)c(C(=O)OCc2c(C)noc2C)c1C	100	-3	87	0	0	-1	-2.1	3	97
CC(C)=C1C2C=CC1C(C(=O)Nc1cc(C)ccc1C)C2C(=O)O (centres undefined)	98	2	99	0	3	3	-0.1	2	98
Cc1cc(NC(=O)c2ccc(N(C)S(=O)(=O)c3ccccc3)cc2)no1	96	6	84	0	2	4	1.1	2	96
Cc1cc(C)n2nc(C(=O)OC(C)C(=O)c3cc(C)c(C)cc3C)nc2n1 (centres undefined)	104	-8	109	1	1	0	-2.3	0	91
CC(C)CC(c1nnnn1Cc1ccco1)N1CCN(c2cccc(Cl)c2)CC1 (centres undefined)	x	7	97	1	7	5	-1.1	6	99
COc1cc(S(=O)(=O)N(Cc2ccccn2)Cc2ccco2)ccc1-n1cnnn1	108	1	97	1	4	6	0.1	-1	100
COc1ccc(OCCn2cc(/C=N/NC(=O)c3ccncc3)c3ccccc32)cc1	90	7	100	2	5	-9	-3.3	-2	96
C=CC[C@H](CC(=O)NCCO)C(=O)N[C@@H](C)COC(=O)[C@H](CC=C)CC(=O)OC(C)(C)C	93	x	88	0	x	30	x	0	93
COc1ccccc1N1CCN(C(=O)C(Cc2ccccc2)NC(=O)C2CCCCC2)CC1 (centres undefined)	99	6	98	0	5	-1	2.1	-1	x
CCN(C(=O)COC(=O)CCC(=O)c1ccccc1)c1c(N)n(Cc2ccccc2)c(=O)[nH]c1=O	110	-5	93	0	0	0	x	-3	99

Outcome played no part in choosing rows; overall some 2.1% were active at least once.
